PP5 inh = PP5 phosphatase inhibitors, primary screen, biochemical, fluorescence | inhibition, % at 6.7 µM | 320,000 tested, 0.18% active | Serine/threonine-protein phosphatase 5 (Homo sapiens), P53041 | purified PP5c, OMFP substrate fluorescence;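 active = inhibition above the campaign's mean inhibition across all tested compounds plus 3 SD, cut at about 9.5% in these data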;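 also: 0% = DMSO only and 100% = 100 µM cantharidin control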
Fh CTSL1 inh = Fasciola hepatica cathepsin L1 inhibitors, primary screen, counter-screen for PFM18AAP inhibitor project, biochemical, QFRET, fluorogenic peptide substrate | recombinant F. hepatica cathepsin L1, Z-Leu-Arg-MCA fluorescence | inhibition, % at 5.96 µM | 300,000 tested, 0.49% active | AID 1906, 2009;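 active = inhibition above the mean of all tested compounds plus 3 SD, set per screening campaign, cut at about 17% in these data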;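 also: 0% = plate median of test compound wells and 100% = 1 µM Z-Phe-Ala-diazomethylketone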
procasp3 activ = activators of human procaspase-3 D3A mutant, primary screen, biochemical, absorbance, PC-3 D3A mutant, single concentration. recombinant procaspase-3 D3A, Ac-DEVD-pNA absorbance 405 nm. activation, % at 8.5 µM. 330,000 tested, 0.11% active. AID 463141, 2010;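 active = activation above the mean of all tested compounds plus 3 SD, cut at about 21% in these data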;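 also: 0% = DMSO alone and 100% = DMSO wells spiked with extra 5 µM PC-3 D3A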
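material = Procaspase-3 D3A mutant | probe or stimulus = Ac-DEVD-pNA | compound = single dose, 8.5 µM nominal compound, 0.8% DMSO | timing = 1 h preincubation, 2 h reaction | measured by = 405 nm absorbance of p-nitroaniline, reads at 0 and 120 min | benchmarks = DMSO-only low control, 5 µM PC-3 D3A high control | repeats = singlicate, each compound tested once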
VLA-4 inh = inhibition in human VLA-4 binding assay, primary screen, VLA-4 allosteric modulator project, MLPCN library, flow cytometry, VLA-4 expressing cells. Integrin alpha-4 (Homo sapiens), P13612. ligand binding flow cytometry. 330,000 tested, 0.2% active. inhibition, % (about 7 µM as worked out from the volumes in the protocol); in the data active = inhibition above about 50%
GASC-1 inh = inhibitors of GASC-1 histone demethylase, primary screen, biochemical, fluorescence, DELFIA europium; Lysine-specific demethylase 4C (Homo sapiens), Q9H3R0; GST-JMJD2C(1-420) H3K9me3 demethylation; inhibition, % at 2.35 µM; 330,000 tested, 0.069% active; AID 2099, 2009;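 active = more than half of a compound's replicate wells show inhibition beyond 50%, single wells judged on their own value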;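 also: signal counts dimethyl H3K9 product captured on neutravidin plate; 0% = median of DMSO wells and 100% = 0.3 times that DMSO median; strong numbers were not always called active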
PP1 counter = PP1-alpha phosphatase inhibitors, primary screen, counter-screen for PP5 inhibitor project, biochemical, fluorescence, OMFP substrate, single point; purified PP1alpha; inhibition, % at 6.7 µM; 320,000 tested, 0.9% active;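 active = inhibition above the mean inhibition of all tested compounds plus 3 SD, computed separately for each screening campaign, cut at about 15% in these data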
Target sequence (P62136 whole entry, looked up): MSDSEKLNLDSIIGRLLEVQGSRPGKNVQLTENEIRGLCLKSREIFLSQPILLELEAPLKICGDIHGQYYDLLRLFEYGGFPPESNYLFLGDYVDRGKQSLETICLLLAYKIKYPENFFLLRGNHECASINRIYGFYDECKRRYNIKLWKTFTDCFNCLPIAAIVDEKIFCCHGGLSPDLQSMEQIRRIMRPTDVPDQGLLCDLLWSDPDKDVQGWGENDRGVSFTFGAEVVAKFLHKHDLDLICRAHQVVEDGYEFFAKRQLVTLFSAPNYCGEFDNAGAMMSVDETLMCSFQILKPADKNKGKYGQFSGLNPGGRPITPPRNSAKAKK
proCasp7 act = procaspase-7 activators, primary screen, counter-screen for procaspase-3 activator project, biochemical, absorbance, HTS, human; Caspase-7 (Homo sapiens), P55210; recombinant procaspase-7, Ac-DEVD-pNA absorbance 405 nm; D23A/D198A/D206A triple mutant, cannot self-cleave; scale: DMSO 0, 5 µM enzyme 100; activation, % at 8.5 µM; 330,000 tested, 0.093% active;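 active = percent activation above the screen-wide mean plus 3 SD, cut at about 25% in these data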
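Assay system: Uncleavable procaspase-7 mutant enzyme / Input: 2 µM procaspase-7 mutant as dispensed / Dosing: single nominal 8.5 µM compound dose, 0.8% DMSO final / Timing: 1 h enzyme–compound preincubation and 2 h substrate reaction, both 25 °C / Detection: p-Nitroaniline absorbance at 405 nm, read at 0 and 120 min / Replication: singlicate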
GRK2 aptamer HTS = compounds blocking aptamer binding on GRK2 – biochemical, human GRK2, bead flow cytometry, HTS, primary screen | inhibition of aptamer binding, % at 10 µM | 330,000 tested, 0.59% active | Beta-adrenergic receptor kinase 1 (Homo sapiens), P25098 | FAM-aptamer displacement from GRK2 | AID 488847, 2010;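 active = inhibition of aptamer binding above 40%, roughly 3 SD of noise, on plates passing a quality check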;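 also: median bead fluorescence of bound FAM aptamer so fluorescent compounds give negative values; no value below 0 was filed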
Target sequence (P25098 whole entry, looked up): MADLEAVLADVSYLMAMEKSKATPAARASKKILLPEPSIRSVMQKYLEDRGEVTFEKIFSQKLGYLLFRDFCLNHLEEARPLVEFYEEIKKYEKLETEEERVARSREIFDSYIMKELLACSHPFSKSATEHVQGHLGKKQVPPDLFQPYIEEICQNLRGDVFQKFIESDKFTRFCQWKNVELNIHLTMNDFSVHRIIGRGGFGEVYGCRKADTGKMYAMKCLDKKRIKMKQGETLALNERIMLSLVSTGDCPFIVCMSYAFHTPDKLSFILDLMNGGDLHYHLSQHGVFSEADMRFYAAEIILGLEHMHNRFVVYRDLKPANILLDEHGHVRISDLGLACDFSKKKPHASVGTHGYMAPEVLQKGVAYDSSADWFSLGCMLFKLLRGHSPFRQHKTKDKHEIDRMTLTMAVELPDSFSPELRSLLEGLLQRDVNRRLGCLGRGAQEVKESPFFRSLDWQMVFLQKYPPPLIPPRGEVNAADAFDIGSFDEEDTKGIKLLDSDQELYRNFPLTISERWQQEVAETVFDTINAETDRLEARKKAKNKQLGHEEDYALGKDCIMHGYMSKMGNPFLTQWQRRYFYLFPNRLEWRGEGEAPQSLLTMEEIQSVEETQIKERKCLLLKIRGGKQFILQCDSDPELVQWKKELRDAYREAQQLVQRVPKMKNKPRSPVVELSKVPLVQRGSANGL
HCV core dimer = inhibitors of HCV core protein dimerization, primary screen, biochemical, TR-FRET, high-throughput; TR-FRET GST/Flag-core106 dimerization, 1536-well; inhibition, % at 5 µM; 300,000 tested, 0.33% active;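 active = inhibition above the mean of all tested compounds plus 3 SD, set per screening campaign, cut at about 45% in these data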
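Material: GST/Flag-tagged HCV core106 proteins. Incubation: 4 h, 22.5 °C incubation. Read-out basis: inhibition (%) from 671 over 617 nm ratio. Measured by: TR-FRET, excitation 340 nm, emission 617 and 671 nm.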
Active calls of the source: *; / = no result given; & = joins results of further samples. Rows were taken by chance. About 2.6% of those tested had a hit in this group.

SMILES | PP5 inh | Fh CTSL1 inh | procasp3 activ | VLA-4 inh | GASC-1 inh | PP1 counter | proCasp7 act | GRK2 aptamer HTS | HCV core dimer
O=C(CCCN1C(=O)c2ccccc2C1=O)NCCC1=CCCCC1 | 2.1 | -6 | 2 | 6 | -121 | -1 | 11 | 0 | -3
COc1ccc(NC(=O)CSc2nnc(NC(=O)c3ccccc3C(=O)O)s2)cc1 | 2.1 | -1 | -2 | 18 | -11 | -1 | -9 | 1 | 0
Cc1ccc(OCC(=O)Nc2c3c(nn2C(C)(C)C)CS(=O)(=O)C3)cc1 | 1.2 | 1 | 5 | -2 | 4 | -1 | 4 | 11 | 5
c1ccc(-c2cn(-c3ccccc3)c3ncnc(NCCCN4CCOCC4)c23)cc1 | -1.0 | 2 | -1 | 1 | 6 | -2 | -2 | 0 | -2
CCc1cc2c(N3CCN(c4nnc(CC)s4)CC3)ncnc2s1 | 3.8 | -3 | 6 | -10 | 7 | 2 | -1 | 0 | -4
CCC(=O)n1nc(-c2ccc(Cl)cc2)nc1N | -0.3 | 2 | 7 | 2 | 57 | 0 | -1 | 1 | 0
Cn1cnnc1SCc1cccc(Br)c1 | 5.3 | -1 | 10 | -20 | 1 | -6 | -16 | 4 | 3
CCCCN1C=CC(=C2C(=O)c3ccccc3C2=O)C=C1 | 0.2 | 2 | 0 | -1 | -2 | -3 | -1 | 4 | 2
Clc1ccc(-c2nnc(SCc3ccon3)o2)c(Cl)c1 | -3.0 | -1 | -2 | 10 | 0&-6 | -6 | -3 | 1 | -7
C=C(C)CSc1ncc(-c2cccc(C(F)(F)F)c2)cn1 | 1.0 | 3 | -3 | 0 | 0 | 0 | 5 | 0 | 1
Cc1ccc(N(Cc2ccccc2)C(=O)c2cc(S(=O)(=O)N3CCOCC3)ccc2F)cc1 | 0.1 | / | -2 | -41 | 17 | 0 | 8 | 0 | /
O=C(CSc1nc2ccccc2[nH]1)NCC1CCCO1 (configuration not stated) | 3.4 | 8 | 12 | -4 | 4 | 4 | 0 | 0 | 1
CCNS(=O)(=O)c1cc(Br)ccc1OC | -5.0 | 8 | 5 | 1 | -22 | -4 | 6 | 0 | 3
COc1ccccc1C(=O)NCCC(=O)NC(C)c1ccc(-n2ccnc2)cc1 (configuration not stated) | 0.7 | 0 | 3 | -9 | 3 | -5 | -1 | 2 | -7
CN(CCc1ccccn1)C1CCCN(S(=O)(=O)c2ccc(F)c(Cl)c2)C1 (configuration not stated) | 3.0 | -1 | -9 | -6 | -27 | -13 | 1 | 0 | 8
CCOc1cc(CNc2ncc(-c3ccc(OC)cc3)n2C)ccc1O | 10* | 6 | -9 | 4 | 8 | 0 | -14 | 0 | -5
CCOc1ccc(S(=O)(=O)N(CC)CC(=O)NCc2ccco2)cc1C | 0.6 | 0 | -6 | 6 | 5 | -3 | 3 | 0 | -4
CC(=O)N1CCN(C(=O)c2ccc(C(=O)c3ccccc3)cc2)CC1 | -1.3 | 6 | 3 | 12 | -13 | -2 | 6 | 2 | 2
COc1ccc(CCN2C(=O)CS/C2=N/NC(=O)c2ccccc2F)cc1OC | 4.1 | 1 | 6 | -1 | 13 | -7 | 0 | 0 | -13
CCOC(=O)c1ccc(NS(=O)(=O)c2cc3c4c(c2)CCN4C(=O)CC3)cc1 | 2.9 | 0 | -2 | 7 | 60 | -3 | 8 | 1 | 1
O=C(Nc1ccc(Cl)cn1)c1cc(S(=O)(=O)N2CCCCC2)ccc1Cl | 4.3 | 0 | -5 | 27 | -13 | -6 | 6 | 0 | -6
Cc1ccccc1CSc1nc(C(C)(C)C)cc(=O)[nH]1 | 2.7 | 2 | 1 | -2 | -6 | -4 | 4 | 0 | 3
CCN(C(=O)c1cc2cc(OC)ccc2oc1=O)c1cccc(C)c1 | 4.2 | -3 | -1 | 7 | 1 | -1 | 3 | 2 | 4
COc1cccc(N(C(=O)c2snc(C(N)=O)c2N)C(C(=O)NCC2CCCO2)c2cccs2)c1 (configuration not stated) | 4.7 | 1 | 5 | 1 | -1 | 2 | 10 | 0 | 13
CCOc1ccc(CNc2cccc(SC)c2)cc1 | 1.6 | -2 | 3 | 1 | -36 | 1 | 0 | 0 | 4

Part of the list above in another layout:
Molecule,PP5 inh,Fh CTSL1 inh,procasp3 activ,VLA-4 inh,GASC-1 inh,PP1 counter,proCasp7 act,GRK2 aptamer HTS,HCV core dimer
CCOc1ccc(S(=O)(=O)N(CC)CC(=O)NCc2ccco2)cc1C,0.6,0,-6,6,5,-3,3,0,-4
c1ccc(-c2cn(-c3ccccc3)c3ncnc(NCCCN4CCOCC4)c23)cc1,-1.0,2,-1,1,6,-2,-2,0,-2

Later entries:
SMILES | PP5 inh | Fh CTSL1 inh | procasp3 activ | VLA-4 inh | GASC-1 inh | PP1 counter | proCasp7 act | GRK2 aptamer HTS | HCV core dimer
Cc1ccc(C(=O)Nc2ccc(N3CCOCC3)nc2N2CCOCC2)cc1 | -1.2 | -1 | 4 | 4 | 22 | -1 | 0 | 0 | 1
O=C(c1cccc2c1C(=O)N(Cc1cccnc1)C2)N1CCN(c2ccccc2)CC1 | -2.2 | 5 | 5 | -4 | -17&-2 | -1 | 0 | 9 | 4
Cc1c(Br)c([N+](=O)[O-])nn1CC(=O)NCc1ccco1 | 3.7 | -2 | 9 | 2 | -5 | -2 | 4 | 1 | 2
Nc1cnc(-c2ccccc2)nc1Cl | 1.0 | -1 | -3 | 19 | 3 | -7 | 5 | 3 | -1
CC(C)(C)c1cc(C(=O)N2CCc3ccccc32)ccn1 | 3.0 | -2 | 3 | 4 | 17 | -2 | -5 | 0 | 4
CCOc1ccccc1C(=O)OCC(=O)Nc1cc(Cl)ccc1Oc1ccccc1 | -1.7 | -2 | -10 | -16 | 0 | -1 | 3 | 7 | 8
CCOC(=O)c1c(O)c2cccc3c2n(c1=O)CC3 | -4.8 | 2 | -3 | 4 | 12 | 2 | -3 | 0 | 1
Cc1ccc(N=Nc2c(N)[nH]n3c(=O)cc(C)nc23)cc1 | -1.0 | 3 | -10 | -15 | 3 | -1 | 1 | 0 | -19
CC(C)OC(=O)c1cccc2c1C(=O)c1ccccc1-2 | 2.5 | 0 | 1 | 1 | -17 | -1 | 1 | 0 | -3
CSc1ccc(NC(=O)N2CCN(c3nc4ccccc4s3)CC2)cc1 | 6.9 | 1 | 5 | -2 | 1 | -3 | -9 | 1 | 3
O=C1N/C(=N/S(=O)(=O)Cc2ccccc2)S/C1=C/c1ccc2c(c1)OCO2 | 0.5 | 2 | 2 | 7 | 0 | 3 | 7 | 1 | 3
COCCn1cnc2c1c(=O)[nH]c(=O)n2Cc1ccccc1 | -1.7 | 2 | 2 | -5 | -17 | -5 | 2 | 1 | 6
Cc1cc(=O)n(CC(=O)O)c2ccccc12 | 0.5 | 0 | 6 | -8 | 21 | 6 | 7 | 0 | 2
C=CCn1c(C(C)C)nc2ccccc21 | -2.0 | -9 | -4 | 14 | -9 | -3 | -6 | 2 | 1
CC(C)CN(C(=O)c1ccc(F)cc1F)c1c(N)n(CC(C)C)c(=O)[nH]c1=O | 2.3 | 3 | -4 | 1 | 2 | 3 | -5 | 0 | -10
COc1ccc(NC(=O)Cn2nc(C)c3ccccc3c2=O)cc1 | -2.4 | 3 | 6 | -5 | 4 | -3 | 4 | 1 | 0
Cc1cc(C)c2nc(NNC(=O)c3ccc(S(=O)(=O)N4CC(C)CC(C)C4)cc3)sc2c1 (configuration not stated) | 5.1 | 0 | -15 | -10 | 1 | 16* | -48 | 15 | 38
Cc1cc(=O)[nH]c(N/N=C/c2c[nH]c3ccccc23)n1 | 1.6 | 0 | 2 | 4 | 12 | -2 | -3 | 1 | -7
Fc1ccc(-c2cnn3c(-c4ccncc4)ccnc23)cc1 | 1.4 | 1 | 0 | 3 | 2 | 2 | 5 | 2 | 3
COc1ccc(NC(=O)CCNS(=O)(=O)c2ccc(Br)s2)cc1 | 0.4 | -3 | 1 | 0 | 0 | -3 | 3 | 1 | 3
COc1ccccc1N1CCN(CC(=O)NC(=O)NCc2ccco2)CC1 | 0.6 | -3 | 12 | 11 | 6 | -2 | 8 | 0 | -8
O=C(Cc1csc(N2CCOCC2)n1)N/N=C/c1ccccc1C(=O)O | -1.8 | -2 | -6 | -2 | 0 | -5 | 2 | 0 | -3
COc1ccccc1C(=O)NCC(=O)OCc1ccc(Br)cc1 | -1.6 | -37 | 4 | 26 | -2 | 1 | -3 | 1 | 5
O=S1(=O)CCO[C@H]2Cc3ccccc3[C@H]2N1Cc1ccc(Cl)cc1 | 2.3 | -1 | 8 | 27 | -6 | 1 | 11 | 0 | -3
CCc1nc2c(c(=O)c3ccccc3n2C)c(=O)n1-c1ccc(F)cc1 | 4.4 | -2 | 3 | -1 | 0 | 1 | -5 | 1 | -1
COc1ccc(CNC(=O)C2CCN(S(=O)(=O)N3CCCCC3)CC2)c(OC)c1 | -0.7 | -1 | 9 | -4 | 16 | -4 | 10 | 0 | 0

Compounds above that have two or more sulfur atoms, in the order listed:
SMILES | PP5 inh | Fh CTSL1 inh | procasp3 activ | VLA-4 inh | GASC-1 inh | PP1 counter | proCasp7 act | GRK2 aptamer HTS | HCV core dimer
COc1ccc(NC(=O)CSc2nnc(NC(=O)c3ccccc3C(=O)O)s2)cc1 | 2.1 | -1 | -2 | 18 | -11 | -1 | -9 | 1 | 0
CCc1cc2c(N3CCN(c4nnc(CC)s4)CC3)ncnc2s1 | 3.8 | -3 | 6 | -10 | 7 | 2 | -1 | 0 | -4
COc1cccc(N(C(=O)c2snc(C(N)=O)c2N)C(C(=O)NCC2CCCO2)c2cccs2)c1 (configuration not stated) | 4.7 | 1 | 5 | 1 | -1 | 2 | 10 | 0 | 13
CSc1ccc(NC(=O)N2CCN(c3nc4ccccc4s3)CC2)cc1 | 6.9 | 1 | 5 | -2 | 1 | -3 | -9 | 1 | 3
O=C1N/C(=N/S(=O)(=O)Cc2ccccc2)S/C1=C/c1ccc2c(c1)OCO2 | 0.5 | 2 | 2 | 7 | 0 | 3 | 7 | 1 | 3
Cc1cc(C)c2nc(NNC(=O)c3ccc(S(=O)(=O)N4CC(C)CC(C)C4)cc3)sc2c1 (configuration not stated) | 5.1 | 0 | -15 | -10 | 1 | 16* | -48 | 15 | 38
COc1ccc(NC(=O)CCNS(=O)(=O)c2ccc(Br)s2)cc1 | 0.4 | -3 | 1 | 0 | 0 | -3 | 3 | 1 | 3

Bioassay records as filed in PubChem.
